# Keap1 Nrf2 FP – Keap1-Nrf2 (human) interaction inhibition; AID 504523; Q14145; Keap1 Kelch-Nrf2 peptide fluorescence polarization, 1536-well; inhibition, % at 9.4 µM; 0.15% of 340,000 active; in the data active means inhibition above about 12%;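 further: human Keap1 Kelch domain with fluorescein labeled Nrf2 9mer peptide probe; 0% = neutral control wells and 100% = peptide positive control; higher means more block of Keap1 binding to Nrf2 peptide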
# Cardiac RTF inh – cardiac RTF calcium desensitization; P19429+P45379; 0.12% of 340,000 active; IANBD-labeled cardiac RTF, Ca2+ fluorescence; inhibition, % at 7.15 µM;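 active means inhibition above the mean inhibition of all tested compounds plus 3 SD, cut at about 17% in these data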;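 further: assay run at fixed EC70 calcium of 1.6 mM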
# LANA DNA inh – KSHV C-LANA DNA binding inhibition. MBP-C-LANA/FAM-LBS DNA binding, fluorescence polarization. inhibition, % at 9 µM. 0.078% of 340,000 active. AID 504423;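 active means highest replicate inhibition at or above 60% at 9 µM, even if other replicates fall short; inactive means all replicates below 60% inhibition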;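 further: 0% = neutral control wells and 100% = 4 µM acridine orange control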
# Pemphigus Ab inh – inhibitors of pemphigus antibody binding to human desmoglein-3. P32926. DSG3-coupled beads, scFv-anti-DSG3-GFP binding, flow cytometry; active compounds read low. binding (percent of control), % at 10 µM. 0.48% of 310,000 active. AID 588358;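 active means binding more than 3 SD below its plate's average and above zero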;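 further: hits lower antibody fragment binding to DSG3; some compounds called inactive have numbers as strong as hits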
# Arrestin-AP2 inh – inhibitors of human beta-arrestin and AP2 interaction; 0.31% of 340,000 active; inhibition, % at 10 µM; FITC-arrestin peptide / GST-AP2 beads, flow cytometry; AP2 beta2 appendage carries R879A mutation;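 active means inhibition above a set limit, near 3 SD of compounds lacking own fluorescence, cut at about 54% in these data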;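 further: plate controls were DMSO wells for no effect and 5 µM unlabelled arrestin peptide for full effect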
#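 Assay system: GST-AP2 R879A bound to glutathione beads, E. coli-expressed; Medium: PBS with 0.05% Tween 20 and 0.1% BSA; Also added: fluorescein-tagged arrestin peptide at 50 nM final; Timing: 12 min plus 1 h, RT; Measured by: flow cytometry, FL1 (488/535 nm); Evaluation: percent drop in bead-associated FITC signal.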
# Wnt bcat act – activators of Wnt/beta-catenin signaling; activation, % at 9.35 µM; Wnt/beta-catenin reporter cell assay, activator, plate reader; 1.2% of 300,000 active; AID 743398; in the data active means activation above about 30%, passing the limit was not always enough;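 further: 0% = neutral control wells and 100% = positive control wells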
# V-ATPase pH – regulators of yeast V-ATPase proton transport. S. cerevisiae, pHLuorin cytosolic pH fluorescence. response, % at 10 µM. 0.37% of 350,000 active. AID 504577; in the data active means response mostly above about 7.3%, no sharp cut-off; inactive means mostly below about 5.4%; further: actives read high; inactives centre near 0; some compounds called inactive have numbers as strong as hits; reference of the scale not given here
# cardiac RTF act – increases calcium sensitivity of human cardiac regulated thin filaments; AID 493008; activation, % at 7.2 µM; IANBD-labeled TnC RTF fluorescence at EC20 calcium; 0% EC20 calcium, 100% full calcium; 0.24% of 340,000 active;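 active means activation above the mean over all tested compounds plus 3 SD, cut at about 30% in these data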;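 further: rise in fluorescence read as greater calcium sensitivity of cardiac thin filaments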
# OPRM1-OPRD1 inv – mu-delta opioid heterodimer inverse agonism | P35372+P41143 | cell-based MOR-DOR heterodimer luminescence | inhibition, % at 9.3 µM | 0.21% of 340,000 active | AID 504357; in the data active means inhibition above about 22%, passing the limit was not always enough;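 further: 0% = cells with DMSO and 100% = wells without cells with DMSO; values of inactives mirror those of a sister screen read the other way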
# Target sequence (P35372 whole entry, looked up): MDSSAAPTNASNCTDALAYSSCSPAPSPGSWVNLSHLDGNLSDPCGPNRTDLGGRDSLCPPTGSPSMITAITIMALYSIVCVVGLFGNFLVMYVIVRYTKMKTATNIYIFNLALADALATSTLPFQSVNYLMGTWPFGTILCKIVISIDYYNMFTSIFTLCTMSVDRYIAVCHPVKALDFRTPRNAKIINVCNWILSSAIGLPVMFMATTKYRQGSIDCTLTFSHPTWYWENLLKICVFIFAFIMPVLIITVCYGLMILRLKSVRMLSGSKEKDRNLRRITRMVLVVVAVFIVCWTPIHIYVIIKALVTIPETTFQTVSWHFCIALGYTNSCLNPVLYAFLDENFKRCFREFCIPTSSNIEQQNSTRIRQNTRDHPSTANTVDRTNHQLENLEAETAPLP
# Target sequence (P41143 whole entry, looked up): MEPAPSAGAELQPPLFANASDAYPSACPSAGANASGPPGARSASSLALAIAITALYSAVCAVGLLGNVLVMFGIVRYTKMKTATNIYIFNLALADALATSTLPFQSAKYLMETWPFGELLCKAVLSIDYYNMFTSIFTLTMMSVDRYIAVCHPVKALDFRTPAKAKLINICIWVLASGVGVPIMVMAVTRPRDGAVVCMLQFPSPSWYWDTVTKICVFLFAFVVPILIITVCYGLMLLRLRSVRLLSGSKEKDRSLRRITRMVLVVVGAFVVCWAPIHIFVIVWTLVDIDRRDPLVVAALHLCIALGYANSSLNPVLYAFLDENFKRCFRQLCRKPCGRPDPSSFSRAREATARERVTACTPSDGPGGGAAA
# MOR-DOR ag – OPRM1-OPRD1 heterodimerization agonism; P35372+P41143; AID 504326; cells, luminescence; activation, % at 9.3 µM; 0.3% of 340,000 active; in the data active means activation above about 18%;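 further: 0% = vehicle-treated cells and 100% = reference agonist; values of inactives mirror those of a sister screen read the other way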
# * = called active by the depositor; / = no result given; & = joins results of further samples.
SMILES,Keap1 Nrf2 FP,Cardiac RTF inh,LANA DNA inh,Pemphigus Ab inh,Arrestin-AP2 inh,Wnt bcat act,V-ATPase pH,cardiac RTF act,OPRM1-OPRD1 inv,MOR-DOR ag
O=C(Nc1ccc(O)cc1)c1ccc2c(c1)C(=O)N(Cc1ccccc1)C2=O,-2,-8,0.2,108,18,0,3,-1,2,-0.3
O=C(NCc1ccc2c(c1)OCO2)c1n[nH]c(=O)c2ccccc12,-2,-6,0.1,94,-3,0,0,5,17,-3.3
Cc1nn(-c2ccccc2)c(Cl)c1C(=O)N1CCN(c2ncnc3c2cnn3-c2ccccc2)CC1,-4,-1,1.1,100,18,/,2,-6,-74,13
CC(O)c1cccc(N=Cc2ccc3ccccc3c2O)c1 (centres undefined),0,-4,10,134,9,-2,0,16,-5,1.1
CCC(c1nnnn1CCOC)N(Cc1cc2cc(C)c(C)cc2[nH]c1=O)CC1CCCO1 (centres undefined),-2,-4,-0.2,102,31,/,0,-4,12,-2.6
CS(=O)(=O)c1ccc(S(=O)CC(=O)OCc2ccccc2)c([N+](=O)[O-])c1 (centres undefined),-26,-6,-0.2,81,-7,-7,2,1,19,-3.8
COc1ccc(OC)c2c1cc(C(=O)N[C@@H](Cc1ccccc1)C(=O)O)n2C,2,-4,2.3,105,38,2,4,0,7,-1.6
CC(C)(C)NC(=O)CC(CC(=O)O)c1ccccc1 (centres undefined),-4,-7,-1.0,/,4,-3,1,1,4,-0.8
COc1ccc(CNC(=O)Cn2nc(C)c3c(C)n(-c4ccc(C)cc4)nc3c2=O)cc1OC,1,-4,0.4,102,29,-1,-1,-3,17,-3.3
O=C(CNC(=O)c1ccccc1Br)N/N=C\c1cc([N+](=O)[O-])cc(Br)c1O,4,-3,1.1,99,27,2,-4,-6,18,-3.3
O=C(CN1C(=O)NC2NC(=O)NC21)N/N=C/c1ccccc1O (centres undefined),0,9,-0.2,100,-8,-2,2,-1,8,-1.3
S=C(NCc1cccs1)Nc1ccccc1,-3,-12,-1.4,104,-2,-2,2,-11,5,-1.0
COCCn1c(Cc2ccccc2)nnc1SCc1nc2ccccc2c(=O)[nH]1,3,0,-1.8,98,19,/,1,1,13,-2.2
CN(C)S(=O)(=O)c1ccc(N2CCOCC2)c(C(=O)O)c1,-4,0,-1.7,82,8,/,0,0,15,-3.0
COc1cccc(NC(=O)CN(C)C(=O)c2ccc(OCc3ccccc3)c(OC)c2)c1,-2,-7,-1.1,104,7,2,1,-2,-24,3.8
Cc1nn2c(Nc3ccccc3)c3c(nc2c1-c1ccccc1)CCC3,0,-10,0.2,99,-4,-2,1,1,7,-1.3
CCOC(=O)c1cc(C(=O)Nc2cccc(C)c2)nn1C,2,-1,-0.4,102,26,/,1,-6,1,-0.2
COc1ccc(S(=O)(=O)NCC2CC3C=CC2C3)cc1OC (centres undefined),-4,10,1.3,106,-6,-1,-3,-3,5,-1.0
O=C(NCC1CCCO1)c1ccc(Br)c(S(=O)(=O)N2CCOCC2)c1 (centres undefined),-3,-10,-0.3,98,34,-3,-8,5,-4,1.1
COc1ccc(C(=O)N(c2ccc(OC)cc2)S(=O)(=O)c2cccs2)cc1,2,7,-1.1,101,-5,-2,-3,0,6,-1.2
CN(C)/C=C1\C(=O)ON=C1c1ccccc1,0,6,3.4,107,12,1,-3,-4,16,-3.3
CCOc1ccc(CC(=O)NNC(=O)/C=C/C(=O)O)cc1,-4,1,-0.6,94,7,0,-3,1,9,-1.6
CC1(C)Cc2c(sc(NC(=O)Nc3ccccc3)c2C(N)=O)CO1,-4,-3,-2.5,99,-8,18,3,-2,16,-3.4
COC(=O)c1cc2n(n1)CCN(Cc1ccc(C)cc1)C2=O,2,4,1.6,94,20,-5,-2,-7,12,-2.4
Cc1ccc(S(=O)(=O)NC2(C(=O)O)CCCC2)cc1,-6,-2,-1.6,/,4,-2,1,0,18,-3.7
O=C(COC(=O)c1ccco1)NCc1ccco1,-2,-8,0.2,101,3,-3,0,10,5,-0.8
CC[C@@]1(C(=O)OC)N[C@H](CN(C)C(=O)COc2ccccc2)[C@@H]2C(=O)N(C)C(=O)[C@@H]21,5,-7,-0.1,102,-7,-1,-2,11,4,-0.9
CN1CCN(S(=O)(=O)c2cccc(C(=O)N(C)Cc3cccs3)c2)CC1,-2,-4,0.4,98,-14,-2,4,-1,10,-2.4
Cc1ccc(N2CC(NS(=O)(=O)c3cccs3)CC2=O)cc1C (centres undefined),-10,-9,-2.2,105,3,-3,2,-1,4,-0.5
N/C(=N\OC(=O)CC(c1ccccc1)c1ccccc1)c1cccnc1,-7,-15,0.7,99,-4,-1,-3,7,-32,6.3
C[C@H](NC(=O)C1CC(=O)N(c2ccc3c(c2)OCO3)C1)C(=O)NC1CCCC1 (some centres undefined),-3,-7,0.3,108,1,0,0,-6,18,-3.4
CC(C)CN(CCCNC(=O)CC1Oc2ccccc2NC1=O)CC(C)C (centres undefined),-1,-9,-0.1,103,3,0,6,-1,-8,1.4
CN(C(=O)COC(=O)c1cc(F)c(F)cc1Cl)c1ccccc1,5,-18,-2.6,97,-5,3,2,-5,-19,2.3
O=C(COC(=O)C12CC3CC(CC(C3)C1)C2)Nc1ccc([N+](=O)[O-])cc1Br,-4,4,-0.6,90,-11,/,1,2,-10,1.8
O=C(O)c1cc(N/N=C/c2ccc(-c3ccc(F)cc3)o2)ccc1Cl,-2,-13,-1.2,/,-3,16,7,-6,-8,1.2
Cc1cc(NC(=O)CN2CCN(c3ccccc3O)CC2)no1,0,-3,-11,94,32,-3,-1,-2,17,-3.5

# Whole records, looked up by structure. Order of values: Keap1 Nrf2 FP, Cardiac RTF inh, LANA DNA inh, Pemphigus Ab inh, Arrestin-AP2 inh, Wnt bcat act, V-ATPase pH, cardiac RTF act, OPRM1-OPRD1 inv, MOR-DOR ag
# Profile of `CN(C(=O)COC(=O)c1cc(F)c(F)cc1Cl)c1ccccc1` : 5, -18, -2.6, 97, -5, 3, 2, -5, -19, 2.3
# Profile of `CN1CCN(S(=O)(=O)c2cccc(C(=O)N(C)Cc3cccs3)c2)CC1` : -2, -4, 0.4, 98, -14, -2, 4, -1, 10, -2.4
# Profile of `Cc1ccc(S(=O)(=O)NC2(C(=O)O)CCCC2)cc1` : -6, -2, -1.6, /, 4, -2, 1, 0, 18, -3.7

# The listing continues:
SMILES,Keap1 Nrf2 FP,Cardiac RTF inh,LANA DNA inh,Pemphigus Ab inh,Arrestin-AP2 inh,Wnt bcat act,V-ATPase pH,cardiac RTF act,OPRM1-OPRD1 inv,MOR-DOR ag
Cc1cc(-c2onc3ccc(Cl)cc23)ccc1O,-2,-2,-0.7,120,-2,3,3,5,-21,2.5
COc1ccc(C(=O)OCC(=O)c2ccc(S(=O)(=O)N3CCCCC3)cc2)c(OC)c1,1,5,2.5,106,35,-26,-2,-1,9,-1.4
O=C(COC(=O)c1ccc(Cl)c(S(=O)(=O)N2CCCCC2)c1)NCCc1ccccc1,1,-2,-1.0,100,-5,0,-8,-1,-22,3.3
CCCCCN(C(=O)CCC(=O)OCc1cccc(C(F)(F)F)c1)c1c(N)n(CCCC)c(=O)[nH]c1=O,-3,4,1.5,118,2,-1,-6,1,21,-4.1
O=S(=O)(c1ccc(N2CCCC2)nc1)N1CCOCC1,-2,-5,-3.6,116,0,-1,1,3,5,-1.1
CCCCOCCCNC(=O)c1cccc(OC)c1,-3,-18,0.2,/,3,/,2,-2,18,-3.5
CCOC(=O)c1sc2nc(Cc3ccc(Cl)cc3)[nH]c(=S)c2c1C,-4,-7,-2.1,105,14,-3,-1,5,-17,3.3
COC(=O)c1c(Cc2ccccc2Cl)c[nH]c1C,-3,-18,-1.7,98,-9,-10,-1,0,-5,0.7
CCC(CC)C(=O)N1N=C(c2ccc(NS(C)(=O)=O)cc2)CC1c1ccc(C)cc1 (centres undefined),-3,-10,2.7,99,11,0,6,0,-15,2.8
CCSC1=NCCN1C(=O)Cc1ccc(-c2ccccc2)cc1,-2,10,-0.7,112,-11,-1,-4,-5,4,-0.8
Cc1csc(SCC(=O)Nc2oc(C)c3c(C)n[nH]c(=O)c23)n1,-2,-1,1.7,107,-2,-3,1,0,5,-0.8
Cc1nc2c(-c3ccccc3)c(C)[nH]n2c(=O)c1Cc1ccccc1,-2,/,-0.1,104,-13,-2,1,/,/,/
CC1=C(C#N)C(=O)OC(C)(C)C1,19*,-19,34,108,6,/,-2,17,-2,0.3
CCCCOc1ccc(/C=C/C(=O)OCC(=O)N2CC(=O)Nc3ccccc32)cc1OCC,0,-6,-0.8,98,-2,-1,-9,-2,-38,5.6
CN(CCCC1CCCC1)C(=O)CC1C(=O)NCCN1Cc1cccc(F)c1F (centres undefined),1,5,-2.1,103,-4,0,0,0,4,-0.8
Cc1nn(-c2ccccc2)c2c1C(c1cccnc1)N1C=C(S(=O)(=O)N3CCCCC3)C=CC1=N2 (centres undefined),-1,3,-0.1,105,18,/,-2,-1,18,-4.4
Cc1ccc(N(C(=O)C(F)(F)F)C(C(=O)NC2CCCCC2)c2cccs2)cc1C (centres undefined),4,-3,0.8,105,13,/,1,-1,-8,1.3
O=C(O/N=C1\CCCc2ccccc21)C1CC1,2,14,3.2,112,-14,-1,-1,-4,16,-3.5
COCc1cc(C)nc(OC)c1C(N)=O,-5,-16,1.8,119,4,0,-3,5,-6,1.2
CC(C)CNC(=S)NNC(=O)c1csc2c1CCCC2,0,-2,-0.6,102,1,/,-5,-2,10,-1.8
O=C(Cc1ccc([N+](=O)[O-])cc1)N1CCCCCC1,-5,-11,0.0,100,-9,1,1,-1,1,-0.2
COc1ccc(CN(C)C(=O)c2ccc(NS(=O)(=O)c3ccc(C)c([N+](=O)[O-])c3)cc2)c(OC)c1OC,5,8,-0.1,97,28,-6,-3,-3,2,-0.3
COc1ccc2c(-c3ccccc3)cc3nnnn3c2c1,-1,8,0.7,99,-9,-1,-4,-1,-17,2.8
COc1ccc(NC(=O)CNc2ccc(C#N)cc2)cc1,5,1,1.2,97,26,-1,-4,6,15,-3.0
CCOc1cc(/C=N/Nc2nc(-c3cccc(S(=O)(=O)N4CCCC4)c3)cs2)ccc1O,-5,4,0.8,88,-5,-4,-1,1,-79,13
COc1ccc(/C=C(\NC(=O)c2ccccc2)C(=O)N2CCN(C)CC2)cc1,-1,1,-0.5,/,5,-3,0,3,-10,1.5
CCOC(=O)c1ccc(NC(=O)CCOc2ccccc2)cc1,-4,-7,2.2,98,-9,/,-2,-5,-4,0.8
CCOC(=O)C1=C(C)NC2=C(C(=O)C(C(=O)OCC)C(c3ccccc3OC)C2)C1c1ccccn1 (centres undefined),0,4,-0.7,107,41,/,-4,-4,6,-1.2
CC(C)(C)n1nc2c(c1NC(=O)c1ccc([N+](=O)[O-])cc1)CS(=O)(=O)C2,-1,1,0.5,108,-5,1,0,-5,13,-2.5
O=C(CC(c1ccccc1)c1cc(Cl)ccc1O)NCCN1CCOCC1 (centres undefined),6,-17,0.2,98,6,-4,-5,-1,17,-3.1
Cc1ccc2nc3c(cc(C(=O)NCC4CCCO4)c(=N)n3CCCOC(C)C)c(=O)n2c1 (centres undefined),0,-9,1.7,96,2,-6&-5,-58,0,1,-0.2
COc1ccc(C(=O)NCC(=O)OCC(=O)c2cc(OC)c(OC)c(OC)c2)cc1OC,-4,-7,3.6,106,7,2,2,10,6,-0.8

# Compound activity as filed in PubChem BioAssay.
